Screening results: PubChem BioAssay, Broad Institute
C2C12 statin: suppression of simvastatin myotoxicity. C2C12 myotubes + simvastatin, ATP luminescence, 48 h; scaled: DMSO 0, geranylgeraniol control 100. rescue of ATP level, % at 7.49 µM. hit rate 0.78% among 330,000;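 active = mean ATP rescue above about 67%, or every replicate alone reaching that limit, limit read from the data, passing the limit was not always enough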;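 also: myotubes were challenged with 10 µM simvastatin during compound exposure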
Xi reactivation: X-chromosome reactivation activator. XiGFP mouse fibroblasts, % GFP-positive cells imaging, 3 d; cells co-treated with 5-aza-dC sensitizer; scaled so ellipticine positive control = 100%. AID 743238. hit rate 0.055% among 360,000. activation, % at 7.58 µM;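 active = mean normalized replicate activation at least 10% and every replicate at or above 10%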;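 also: 0% = median of on-plate neutral control wells and 100% = ellipticine 6 µM median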
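assay system = SV40-immortalized XiGFP fibroblast cells, line 68-5-11 | buffer or medium = DMEM plus 5-aza-dC sensitizer | doses = single-point pinned compound dosing | times = 3-day compound exposure, then 15 min fixation at room temperature | benchmarks = positive control ellipticine, 6 µM final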
S100A4 MyoIIA: S100A4-myosin IIA interaction inhibition. P26447. S100A4/TAMRA-MyoIIA peptide fluorescence polarization. inhibition, % at 10.7 µM. hit rate 0.14% among 360,000. AID 652163;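 active = mean inhibition of at least 70% across replicates, with every replicate also reaching that level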
Target sequence (P26447 whole entry, looked up): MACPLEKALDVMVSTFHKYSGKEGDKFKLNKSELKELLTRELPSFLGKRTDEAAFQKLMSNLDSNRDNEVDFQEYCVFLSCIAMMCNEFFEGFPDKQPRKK
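Material: S100A4 monomer protein / Buffer or medium: 50 mM HEPES pH 7.2, 10 mM CaCl2, 100 mM KCl / Times: 5 min incubation before reading / Benchmarks: neutral control DMSO, positive control TFP / Reagent: labelled myosin peptide probe, 5 nM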
SIRT5 block: sirtuin-5 (human) deacylase inhibition. Q9NXA8. Purified SirT5, succinyl-peptide AMC, trypsin-coupled fluorescence. inhibition, % at 15 µM. hit rate 1.1% among 330,000. AID 652115; in the data active = inhibition above about 15%
ERAP1 HTS inh: blocks human ERAP1 aminopeptidase activity. recombinant ERAP1, Leu-AMC fluorescence, 60 min. inhibition, % at 10.7 µM. hit rate 0.15% among 340,000;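 active = mean replicate inhibition of at least 30%, or all replicates individually reaching that 30% level; inactive = mean below 30% and not every replicate reaching it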;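 also: 0% = neutral control wells and 100% = L-leucinethiol positive control wells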
Target sequence (Q9NZ08 whole entry, looked up): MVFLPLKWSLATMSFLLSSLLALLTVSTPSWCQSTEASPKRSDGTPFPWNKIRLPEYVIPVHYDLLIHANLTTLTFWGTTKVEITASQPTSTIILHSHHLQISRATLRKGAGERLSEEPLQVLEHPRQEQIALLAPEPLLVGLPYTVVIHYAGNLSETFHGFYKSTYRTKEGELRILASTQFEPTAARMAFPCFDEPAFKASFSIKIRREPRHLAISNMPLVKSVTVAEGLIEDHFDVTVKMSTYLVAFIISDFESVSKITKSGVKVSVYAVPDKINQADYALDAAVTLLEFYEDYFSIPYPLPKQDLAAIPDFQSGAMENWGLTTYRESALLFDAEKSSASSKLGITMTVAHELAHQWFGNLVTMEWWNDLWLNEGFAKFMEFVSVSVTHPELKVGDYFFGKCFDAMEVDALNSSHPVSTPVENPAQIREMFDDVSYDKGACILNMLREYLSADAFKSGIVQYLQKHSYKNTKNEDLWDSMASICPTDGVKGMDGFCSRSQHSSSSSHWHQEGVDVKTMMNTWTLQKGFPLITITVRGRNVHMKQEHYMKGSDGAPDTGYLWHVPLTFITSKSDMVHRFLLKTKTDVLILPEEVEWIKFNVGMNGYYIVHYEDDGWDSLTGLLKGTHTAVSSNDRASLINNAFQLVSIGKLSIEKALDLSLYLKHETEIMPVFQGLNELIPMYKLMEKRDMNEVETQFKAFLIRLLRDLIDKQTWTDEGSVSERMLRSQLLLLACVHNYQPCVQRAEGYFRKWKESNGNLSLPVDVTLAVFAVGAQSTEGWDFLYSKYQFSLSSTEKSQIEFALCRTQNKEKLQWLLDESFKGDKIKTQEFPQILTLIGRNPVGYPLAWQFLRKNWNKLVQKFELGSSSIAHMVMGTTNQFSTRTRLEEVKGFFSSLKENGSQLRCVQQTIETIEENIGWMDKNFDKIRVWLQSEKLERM
Cneo AK release: Cryptococcus neoformans lysis via adenylate kinase release. C. neoformans lysis, adenylate kinase release luminescence, 4 h; normalised: neutral wells 0, clomiphene wells 100. lysis activity, % at 15 µM. hit rate 0.2% among 360,000. AID 651654;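 active = mean lysis activity across replicates of at least 80%, whatever share of replicates individually reach that level; inactive = mean lysis activity below 80%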
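Schedule: static 4 h at 37 °C with compound, 1 h detection; system: C. neoformans cells; benchmarks: Clomiphene as positive control; buffer or medium: fresh YPD medium; measure: luminescence rise reflecting yeast cell lysis; measured by: luminescent adenylate kinase detection reagent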
LGR2 inh: Drosophila LGR2 receptor signaling inhibition. hit rate 0.35% among 380,000. AID 720647. HEK293 LGR2, CRE-luciferase, bursicon-stimulated, 4 h. inhibition, % at 9.99 µM;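 active = drop in luminescence signal, shown as inhibition above about 50% in the replicate tests, limit read from the data, passing the limit was not always enough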;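 also: agonist challenge used bursicon conditioned medium at about half maximal strength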
PGC1a acetyl inh: lowers PGC1a acetylation signal in U2OS cells | AlphaScreen anti-acetyl-lysine; with virally co-expressed GCN5 acetyltransferase | inhibition, % at 15.6 µM | hit rate 0.17% among 350,000;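 active = every replicate shows inhibition of at least 40%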;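 also: 0% = neutral control wells and 100% = positive control wells; some results beyond the cut were filed as inactive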
Numbers without * were called inactive; / = not tested or not shown; & = joins results of further samples. This is a subset (hit frequency here may not be typical).

| no. | Molecule | C2C12 statin | Xi reactivation | S100A4 MyoIIA | SIRT5 block | ERAP1 HTS inh | Cneo AK release | LGR2 inh | PGC1a acetyl inh |
| --- | --- | --- | --- | --- | --- | --- | --- | --- | --- |
| 1 | CCCNC(=O)c1cc2c(c(-c3cccc(-c4ccccc4F)c3)n1)[C@H](CCO)N(C(=O)CC1CC1)C2 | / | -0.1 | -7 | 5 | 0 | / | 15 | / |
| 2 | CCNC(=O)C1(C)CCCN1Cc1c(F)cccc1F (centres undefined) | 9 | 0.1 | -1 | 2 | -2 | 0 | -20 | -13 |
| 3 | Cc1cc(-n2cc(Br)c(=O)[nH]c2=O)nc(-c2ccccc2)n1 | 21 | -0.3 | -4 | 0 | -2 | / | 9 | 6 |
| 4 | CC(=O)C1=C(O)C(=O)N(c2ccc(Br)cc2)C1c1cccc([N+](=O)[O-])c1 (centres undefined) | -3 | 0.0 | 2 | 2 | 6 | 0 | 12 | 6 |
| 5 | C[C@@H]1CCCCO[C@H](CN(C)C(=O)c2ccncc2)[C@H](C)CN([C@@H](C)CO)C(=O)c2cc(NS(=O)(=O)c3ccccc3)ccc2O1 | / | -1.2 | 1 | -1 | 2 | 5 | -19 | -4 |
| 6 | O=C(Nc1ccc2c(c1)C(=O)OC2)c1ccc(C(F)(F)F)cc1 | -5 | 0.0 | -2 | -1 | 7 | 2 | -9 | / |
| 7 | COc1ccc(CNC(=O)C[C@@H]2CC[C@H](NC(=O)CN(C)C)[C@H](CO)O2)cc1 | -4 | 0.0 | 0 | -1 | 0 | 1 | 1 | -13 |
| 8 | O=C(c1ccc(-c2ccccc2)cc1)N1CCN(c2nc3ccccc3o2)CC1 | 4 | -0.2 | -4 | -1 | -1 | 1 | 0 | / |
| 9 | CCC(=O)Nc1nnc(SCC(=O)NCc2ccc3c(c2)OCO3)s1 | 7 | -0.1 | -1 | 2 | 1 | -1 | 16 | 4 |
| 10 | CN(C)c1ccc(-c2n(C)c3ccccc3[n+]2C)cc1 | / | / | 2 | -3 | 9 | / | 18 | 9 |
| 11 | C[C@H](CO)N1C[C@H](C)[C@@H](CN(C)C(=O)Nc2ccc3c(c2)OCO3)Oc2ccc(NC(=O)CCC(F)(F)F)cc2CC1=O | 17 | 0.0 | -1 | -4 | 1 | 0 | -1 | 3 |
| 12 | CC1Cc2ccccc2N1C(=O)c1ccnc(C(C)(C)C)c1 (centres undefined) | 12 | / | / | / | / | 5 | -14 | -12 |
| 13 | COC(=O)C1CCN(C(=O)COC(=O)c2cc(S(=O)(=O)N3CCOCC3)ccc2C)CC1 | -1 | 0.0 | 0 | -2 | -3 | 1 | 4 | -5 |
| 14 | O=C(Nc1ccc(Cl)c(Cl)c1)C1C2C=CC3(O2)C1C(=O)N(CCN1CCCCC1)C3C(=O)NC1CCCCC1 (centres undefined) | -93 | 0.0 | -4 | -3 | -23 | 1 | -3 | / |
| 15 | Cc1ccc(O)c(NC(=O)c2cc(-c3ccccc3)on2)c1 | 44 | 0.0 | 0 | -6 | -3 | 1 | -40 | 3 |
| 16 | CCCC(=O)Nc1nnc(SCC(=O)Nc2ccc3c(c2)OCO3)s1 | / | 0.3 | 3 | -4 | -2 | / | -3 | / |
| 17 | O=C(Nc1ccc(O)cc1)c1cc2ccccc2c(=O)s1 | 6 | 0.0 | -3 | -5 | -3 | -1 | -65 | 17 |
| 18 | CC(C)c1nnc(NC(=O)C2CCCN2C(=O)Nc2ccccc2F)s1 (centres undefined) | -4 | 0.2 | -6 | -3 | / | 0 | 2 | 2 |
| 19 | O=C(COC(=O)/C=C/c1ccccc1)NCCc1ccc(F)cc1 | 0 | 0.4 | 1 | 0 | -1 | 1 | 7 | 15 |
| 20 | C[C@H](CO)N1C[C@H](C)[C@H](CN(C)Cc2ccncc2)OCCCC[C@H](C)Oc2ccc(NC(=O)c3ccncc3)cc2C1=O | / | 0.1 | -1 | 5 | 3 | 1 | 11 | 7 |
| 21 | C[C@H](CO)N1C[C@H](C)[C@@H](CN(C)Cc2ccc(C(=O)O)cc2)Oc2c(NS(=O)(=O)c3ccc(Cl)cc3)cccc2C1=O | / | -1.0 | -3 | -1 | 1 | -1 | -2 | -6 |
| 22 | Cc1c(C(=O)Nc2ccccn2)oc2ccc(Br)cc12 | 30 | 0.0 | -6 | -1 | -1 | -2 | -61 | -1 |
| 23 | C[C@@H]1CN([C@@H](C)CO)C(=O)CCCn2nncc2CO[C@H]1CN(C)Cc1ccncc1 | -6&-3&-6 | 0.2&0.0 | 0&7&-36 | -7&0&-2 | 0&-1&2 | 1&-2&3 | -4&6 | 5&6&-4 |
| 24 | CCCCn1c(=N)n(CC(O)c2ccccc2)c2ccccc21 (centres undefined) | / | 2.1 | 6 | -3 | -2 | 0 | 6 | -11 |
| 25 | Brc1c(-c2ccc3c(c2)OCO3)nc2ncccn12 | 7 | 0.0 | -7 | -1 | 0 | 1 | -23 | 2 |
| 26 | Cc1cc(NC(=O)CC2Oc3ccccc3NC2=O)ccc1Br (centres undefined) | 2 | 0.4 | -1 | -3 | 0 | 2 | 3 | 3 |
| 27 | C[C@@H]1CCCCO[C@H](CN(C)CC2CC2)[C@@H](C)CN([C@@H](C)CO)C(=O)c2cc(NS(=O)(=O)c3ccccc3)ccc2O1 | / | 0.0 | -9 | -2 | -1 | 11 | 7 | -7 |
| 28 | O=C1CCc2cc(NS(=O)(=O)c3ccc(Br)cc3)cc3c2N1CC3 | 5 | -0.1 | 0 | 2 | 2 | 4 | 11 | / |
| 29 | C[C@H](CO)N1C[C@H](C)[C@@H](CN(C)S(=O)(=O)c2ccccc2)OCc2cnnn2CCCC1=O | 2&4&-11 | -0.1&0.0 | -1&13&10 | -3&4&-1 | -1&-1&-1 | 1&3&0 | 5&3 | 0&-11 |
| 30 | COc1cccc(CNC(=O)CCC2CCCN(Cc3ccc4c(c3)CCO4)C2)c1 (centres undefined) | 4 | 0.0 | -10 | -1 | 0 | -1 | 7 | -11 |
| 31 | Cc1ccsc1C(=O)NCCc1ccc(S(N)(=O)=O)cc1 | 3 | 0.0 | -1 | 0 | 1 | -3 | -8 | -3 |
| 32 | COc1ccc(CCNC(=O)CCn2c(=O)oc3ccccc32)cc1OC | -7 | 0.1 | 10 | 6 | 4 | 1 | 8 | / |
| 33 | O=C(NCc1ccccn1)C(=O)Nc1nc(-c2ccccc2)cs1 | -7 | -0.1 | 0 | -4 | 2 | 0 | / | 4 |
| 34 | CN1c2ccc(-c3ccc(F)cc3)cc2[C@H]2[C@H](CCN2C(=O)c2ccccn2)[C@@H]1CO | 33 | 0.2 | -13 | 0 | 1 | -6 | -2 | 3 |
| 35 | CCN(CC)C(=O)[C@H]1C[C@H](CC(=O)NCCCn2ccnc2)C(=O)N2CCc3c([nH]c4ccc(Cl)cc34)[C@]12C | -2 | 0.0 | 8 | -2 | / | 1 | -29 | -4 |
| 36 | Cc1ccccc1NC(=O)CN(C)S(=O)(=O)c1ccc(-c2ccc(=O)[nH]n2)s1 | 1 | 0.0 | 9 | -6 | -2 | -2 | -10 | 4 |
| 37 | COc1ccc(-c2c(=O)n(OCc3nc4ccccc4[nH]3)c3ccccc3[n+]2[O-])cc1 | / | 0.2 | -11 | -1 | 1 | / | -2 | / |
| 38 | CC(C)NC(=O)Nc1cccc2c1O[C@@H](CN(C)S(=O)(=O)c1cccs1)[C@@H](C)CN([C@@H](C)CO)C2=O | -61 | 0.3 | 5 | -4 | -2 | 7 | 12 | -12 |
| 39 | O=C(CNC(=O)c1ccc(Cl)cc1Cl)OCCCn1c(=O)[nH]c2ccccc21 | 7 | 0.0 | 3 | -4 | -1 | -1 | -5 | 7 |
| 40 | O=C(Nc1cccc(O)c1)c1ccccc1[N+](=O)[O-] | / | 0.0 | -3 | 0 | -1 | / | -7 | -9 |
| 41 | Cc1cc(C)c(S(=O)(=O)N2C[C@H]3CON(C)[C@H]3C[C@H]2c2ccc(-n3ccnc3)cc2)c(C)c1 | / | 0.5 | -3 | -3 | 0 | / | -5 | / |
| 42 | O=C(OCC(=O)N1CCCC1)c1ccccc1C(=O)c1ccccc1 | 35 | 0.0 | -1 | -2 | -3 | -3 | -2 | / |
| 43 | CNC(=S)Nc1cccc(C(=O)O)c1 | 10 | 0.0 | 4 | -1 | 0 | 2 | 6 | 17 |
| 44 | C[C@H]1CN([C@@H](C)CO)C(=O)Cc2cc(NC(=O)Cn3cnnn3)ccc2O[C@@H]1CN(C)Cc1ccc(C(F)(F)F)cc1 | 28 | 0.2 | 0 | 4 | 1 | -9 | 1 | -1 |
| 45 | C[C@@H]1CN([C@@H](C)CO)C(=O)c2cccc(NC(=O)c3nc4ccccc4s3)c2O[C@H]1CN(C)S(=O)(=O)c1cn(C)cn1 | -55 | 0.1 | 0 | 0 | 2 | -2 | -12 | 4 |
| 46 | O=C(CCC(=O)c1ccc(F)cc1)Nc1cccc(C(F)(F)F)c1 | -4 | 0.0 | 0 | -6 | 5 | / | 1 | 0 |
| 47 | C[C@@H]1CN([C@H](C)CO)C(=O)Cc2cc(NC(=O)c3ccncc3)ccc2O[C@H]1CN(C)Cc1ccc(C(=O)Nc2ccccc2N)cc1 | / | 0.0 | 0 | / | 1 | / | 13 | 7 |
| 48 | COc1ccc(CNC(=O)C2CCC(=O)N(CC3CCCCC3)C2)cc1 (centres undefined) | 8 | 0.2 | -3 | 0 | 3 | 4 | -4 | / |
| 49 | C[C@H]1CN([C@@H](C)CO)C(=O)c2cccc(NC(=O)c3cnccn3)c2O[C@@H]1CN(C)S(C)(=O)=O | 32 | 0.4 | 17 | 3 | 0 | -6 | 31 | -1 |
| 50 | O=C(NC1CCCCCCC1)c1cc([N+](=O)[O-])ccc1Cl | -20 | 0.0 | 5 | -4 | -3 | -1 | -5 | 28 |
| 51 | COc1ccccc1OCC(=O)Nc1cccc(-c2nc3ccccc3o2)c1 | -3 | / | 1 | -1 | 3 | / | -8 | / |
| 52 | CC(=O)N(CC(C)C)C[C@H]1[C@@H](c2ccc(C3=CCCC3)cc2)[C@@H](CO)N1C(C)=O | 6 | 0.4 | 4 | 0 | / | 5 | 4 | -6 |

Numbers 46 through 52 of the list above:
| no. | Molecule | C2C12 statin | Xi reactivation | S100A4 MyoIIA | SIRT5 block | ERAP1 HTS inh | Cneo AK release | LGR2 inh | PGC1a acetyl inh |
| --- | --- | --- | --- | --- | --- | --- | --- | --- | --- |
| 46 | O=C(CCC(=O)c1ccc(F)cc1)Nc1cccc(C(F)(F)F)c1 | -4 | 0.0 | 0 | -6 | 5 | / | 1 | 0 |
| 47 | C[C@@H]1CN([C@H](C)CO)C(=O)Cc2cc(NC(=O)c3ccncc3)ccc2O[C@H]1CN(C)Cc1ccc(C(=O)Nc2ccccc2N)cc1 | / | 0.0 | 0 | / | 1 | / | 13 | 7 |
| 48 | COc1ccc(CNC(=O)C2CCC(=O)N(CC3CCCCC3)C2)cc1 (centres undefined) | 8 | 0.2 | -3 | 0 | 3 | 4 | -4 | / |
| 49 | C[C@H]1CN([C@@H](C)CO)C(=O)c2cccc(NC(=O)c3cnccn3)c2O[C@@H]1CN(C)S(C)(=O)=O | 32 | 0.4 | 17 | 3 | 0 | -6 | 31 | -1 |
| 50 | O=C(NC1CCCCCCC1)c1cc([N+](=O)[O-])ccc1Cl | -20 | 0.0 | 5 | -4 | -3 | -1 | -5 | 28 |
| 51 | COc1ccccc1OCC(=O)Nc1cccc(-c2nc3ccccc3o2)c1 | -3 | / | 1 | -1 | 3 | / | -8 | / |
| 52 | CC(=O)N(CC(C)C)C[C@H]1[C@@H](c2ccc(C3=CCCC3)cc2)[C@@H](CO)N1C(C)=O | 6 | 0.4 | 4 | 0 | / | 5 | 4 | -6 |
